Screens from PubChem BioAssay.
C1s inh = blocks human complement C1s protease activity | P09871 | purified C1s, fluorogenic AMC substrate, pooled mixtures | mean inhibition % of two 10-compound mixtures (active compounds read high), % at 5 µM (by protocol) | 62,000 compounds, 0.16% hits;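 active = inhibition above 20% in each of the two 10-compound mixture wells holding the compound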;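 also: 0% = enzyme wells lacking compound mixture and 100% = no-enzyme blank wells; some compounds called inactive have numbers as strong as hits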
Target sequence (P09871 16-437 limits assumed): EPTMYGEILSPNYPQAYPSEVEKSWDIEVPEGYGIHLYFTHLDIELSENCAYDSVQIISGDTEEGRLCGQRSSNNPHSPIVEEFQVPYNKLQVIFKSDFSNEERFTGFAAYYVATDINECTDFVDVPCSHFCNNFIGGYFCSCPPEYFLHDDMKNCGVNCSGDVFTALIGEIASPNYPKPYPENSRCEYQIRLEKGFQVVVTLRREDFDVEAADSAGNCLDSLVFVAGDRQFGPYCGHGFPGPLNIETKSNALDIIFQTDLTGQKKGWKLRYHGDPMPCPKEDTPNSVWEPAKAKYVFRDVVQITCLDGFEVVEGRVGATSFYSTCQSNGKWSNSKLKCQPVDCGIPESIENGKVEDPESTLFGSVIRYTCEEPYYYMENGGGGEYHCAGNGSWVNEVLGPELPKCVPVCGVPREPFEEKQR
Target sequence (P09871 438-688 limits assumed): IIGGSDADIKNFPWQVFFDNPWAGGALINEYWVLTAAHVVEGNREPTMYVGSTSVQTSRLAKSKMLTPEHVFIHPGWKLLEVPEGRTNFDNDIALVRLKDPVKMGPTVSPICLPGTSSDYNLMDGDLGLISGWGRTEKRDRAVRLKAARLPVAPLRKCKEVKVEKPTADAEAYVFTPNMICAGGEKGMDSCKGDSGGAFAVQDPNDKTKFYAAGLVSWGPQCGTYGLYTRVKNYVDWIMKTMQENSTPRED
CatB inh = human cathepsin B inhibition | inhibition, %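 (tested at 10 µM)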 | P07858 | purified cathepsin B, fluorogenic substrate, fluorescence | 63,000 compounds, 0.1% hits; in the data active = inhibition above about 21%;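 also: 0% = enzyme with no compound and 100% = no enzyme blank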
CatS inh = human cathepsin S inhibition | P25774 | 62,000 compounds, 0.06% hits | AID 501 | inhibition, %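 (tested at 5 µM per compound within 10-compound mixtures)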 | recombinant cathepsin S, AMC dipeptide fluorescence, pooled mixtures; in the data active = inhibition above about 32%, passing the limit was not always enough;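 also: 0% = enzyme without compound and 100% = blank without enzyme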
Her2 expr inh = lowers expression of human Her2 kinase | 65,000 compounds, 0.69% hits | SKBR-3 HER2 protein level, AlphaScreen, 18-24 h; active compounds read low | HER2 level % of control, % at 10 µM | P04626;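 active = HER2 level under 5% of the carrier-only control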;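 also: 100% = DMSO carrier and 0% = 500 nM PU-H71 HSP90 inhibitor; lower value means stronger loss of Her2 protein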
CatL inh = blocks human cathepsin L protease activity; P07711; purified cathepsin L, fluorogenic substrate, fluorescence; inhibition, %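 (tested at 10 µM)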; 58,000 compounds, 0.17% hits; in the data active = inhibition above about 45%;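 also: 0% = enzyme with no compound and 100% = no enzyme blank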
Target sequence (P07711 114-288 limits assumed): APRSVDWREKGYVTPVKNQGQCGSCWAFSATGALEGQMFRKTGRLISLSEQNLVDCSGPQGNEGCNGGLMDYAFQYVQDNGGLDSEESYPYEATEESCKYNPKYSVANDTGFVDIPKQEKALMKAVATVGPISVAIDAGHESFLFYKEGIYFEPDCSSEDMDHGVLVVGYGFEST
Target sequence (P07711 292-333 limits assumed): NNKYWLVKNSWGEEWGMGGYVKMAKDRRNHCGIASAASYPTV
CatB mixtures = inhibitors of human cathepsin B in compound mixtures; Purified cathepsin B, AMC dipeptide fluorescence; P07858; inhibition, %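 (ten-compound pools at 5 µM per compound and 50 µM total)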; 62,000 compounds, 0.06% hits; AID 488; in the data active = inhibition above about 22%, passing the limit was not always enough;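 also: 0% = enzyme without compound and 100% = no enzyme blank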
ROCK2 inh = blocks human Rho kinase 2 activity. O75116. purified ROCK2, Kinase-Glo ATP depletion luminescence. inhibition, % at 6 µM. 60,000 compounds, 0.35% hits. AID 604;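 active = inhibition above the screen-wide mean inhibition plus 3 SD, cut at about 18% in these data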;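 also: plate controls were DMSO wells for no effect and Y-27632 control wells after no-enzyme background subtraction for full effect; many of its hits are not listed in these tables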
PKA inh = PKA (human) kinase inhibition | 65,000 compounds, 0.1% hits | AID 524 | inhibition, % at 6 µM | PKA Kemptide phosphorylation, Kinase-Glo ATP luminescence;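 active = inhibition above the screen-wide mean inhibition plus 3 SD, cut at about 21% in these data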; also: many of its hits are not listed in these tables
CatG inh = inhibitors of human cathepsin G; P08311; purified enzyme, AMC-tetrapeptide fluorescence, pooled mixtures; inhibition, % at 5 µM (by protocol); 62,000 compounds, 0.2% hits;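 active = inhibition above 20% in each of the two mixture wells holding the compound; inactive = inhibition of 20% or less in either well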;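 also: 0% = enzyme control without mixture and 100% = blank lacking enzyme; strong numbers were not always called active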
The depositor's hits bear a star; nt = no result given. Some of the compounds tested; rates above refer to the full screens.

SMILES	C1s inh	CatB inh	CatS inh	Her2 expr inh	CatL inh	CatB mixtures	ROCK2 inh	PKA inh	CatG inh
COc1ccc(S(=O)(=O)Nc2c(C)ccc3nsnc23)cc1OC	-42.9	3.6	0.2	75.5	6.1	1.9	3.2	6.1	4.5
CCCCCCN1CC(O)=C(c2nc3ccccc3[nH]2)C1=N	0.6	1.3	-0.7	94.7	10.4	-2.5	4.3	10.3	5.9
CCOc1ccc(C2C(C#N)=C(N)Oc3nc[nH]c(=O)c32)cc1OC (stereo not given)	-5.8	2.9	-6.2	98.5	-1.9	0.7	-0.5	2.7	-8.9
CC(C)(C)c1ccc2c(c1)OCC(C(=O)O)O2 (stereo not given)	14.9	8.6	13.4	94.7	5.1	8.3	-0.1	5.3	1.6
CC(=O)Oc1ccccc1C(=O)Oc1ccc(/C=N/n2cnnc2)cc1	11.4	-4.3	-12.8	127.4	8.6	2.0	5.8	4.2	0.3
Cc1ccnn2c(-c3ccccc3)c3c(=O)n(C)c(=O)n(C)c3c12	-28.1	-0.9	6.4	137.7	16.8	7.3	1.5	0.7	1.2
CCOC(=O)COn1c2c(c3c4no[n+]([O-])c4ccc31)CCCC2	19.2	-1.7	-0.3	52.3	-5.7	1.6	-0.9	4.7	16.0
Cc1cc(C)c2cc(CN(CCO)C(=O)Nc3ccc(F)cc3)c(=O)[nH]c2c1	-2.0	-3.4	0.3	84.0	29.6	-1.3	6.0	6.5	4.8

SMILES	C1s inh	CatB inh	CatS inh	Her2 expr inh	CatL inh	CatB mixtures	ROCK2 inh	PKA inh	CatG inh
Cc1ccc2nc(NC(=O)CNS(=O)(=O)c3ccc(Br)s3)sc2c1	19.1	-6.0	-3.1	81.0	-4.7	7.1	-1.1	-3.4	10.8
COc1cccc(N(CC(=O)N2CCN(C)CC2)S(=O)(=O)c2ccc(C)cc2)c1	12.9	4.6	-7.2	75.1	8.2	2.1	-0.6	10.8	11.7
COc1ccc(CC(=O)NC(CC(=O)O)c2ccc(OC)cc2)cc1 (stereo not given)	41.4	-1.0	-3.4	110.2	-0.4	6.7	-1.7	3.3	15.0
CC(=O)N1CCc2cc(S(=O)(=O)NCCC(=O)NCCc3ccccc3)ccc21	14.8	3.3	-3.6	113.7	-2.0	7.4	2.8	4.1	9.7
Cc1c(Cl)cccc1NC(=O)CCCCCN1C(=O)CCC1=O	5.1	6.1	-2.0	99.8	-4.8	1.0	6.5	9.5	6.5
OCc1ccnc2c(O)cccc12	-3.3	-2.5	-1.3	102.0	3.3	-2.7	4.1	9.2	7.9
COC(=O)[C@H](C(C)C)n1c(C)c(C(C)=O)c(C(C)=O)c1C	-10.5	3.9	9.4	70.8	12.8	0.2	4.2	1.9	7.5
Cc1cccc(NC(=O)Cn2c(C)c(C#N)c3ccccc32)c1C	-41.7	9.2	12.0	112.8	10.0	5.5	-10.1	0.7	-6.3

Part of the list above in order of SMILES length, low to high:
SMILES	C1s inh	CatB inh	CatS inh	Her2 expr inh	CatL inh	CatB mixtures	ROCK2 inh	PKA inh	CatG inh
OCc1ccnc2c(O)cccc12	-3.3	-2.5	-1.3	102.0	3.3	-2.7	4.1	9.2	7.9
Cc1cccc(NC(=O)Cn2c(C)c(C#N)c3ccccc32)c1C	-41.7	9.2	12.0	112.8	10.0	5.5	-10.1	0.7	-6.3
Cc1ccc2nc(NC(=O)CNS(=O)(=O)c3ccc(Br)s3)sc2c1	19.1	-6.0	-3.1	81.0	-4.7	7.1	-1.1	-3.4	10.8
CC(=O)N1CCc2cc(S(=O)(=O)NCCC(=O)NCCc3ccccc3)ccc21	14.8	3.3	-3.6	113.7	-2.0	7.4	2.8	4.1	9.7
Cc1cc(C)c2cc(CN(CCO)C(=O)Nc3ccc(F)cc3)c(=O)[nH]c2c1	-2.0	-3.4	0.3	84.0	29.6	-1.3	6.0	6.5	4.8
COc1cccc(N(CC(=O)N2CCN(C)CC2)S(=O)(=O)c2ccc(C)cc2)c1	12.9	4.6	-7.2	75.1	8.2	2.1	-0.6	10.8	11.7

Other structures follow.
SMILES	C1s inh	CatB inh	CatS inh	Her2 expr inh	CatL inh	CatB mixtures	ROCK2 inh	PKA inh	CatG inh
Cc1ccc(N2C(N)=C(C#N)C(c3cccnc3)C3=C2CCCC3=O)cc1 (stereo not given)	11.5	4.8	-7.3	64.6	9.1	2.2	3.3	11.7	11.0
Cc1cc(C)c(C#N)c(N2CCSCC2)n1	-10.5	4.7	16.0	126.2	12.0	7.0	1.0	10.6	-4.8
CN(C)Cc1c(O)ccc2occ(C(=O)c3ccccc3)c12	3.0	-3.4	3.9	53.7	nt	3.2	8.4	12.9	8.4
CCCC(c1nnnn1Cc1cccs1)N1CCN(C2CCCC2)CC1 (stereo not given)	-216.4	1.4	-26.0	105.2	2.8	-11.7	4.7	8.2	-19.5
COc1ccc(Cl)cc1N1CC(C(=O)Nc2nccs2)CC1=O (stereo not given)	-7.9	10.1	22.8	87.7	20.4	3.3	2.7	3.7	-6.8
CCn1c(SCC(=O)N2CCN(S(=O)(=O)c3ccccc3)CC2)nnc1-c1cccs1	-25.6	2.0	2.0	86.1	3.6	4.5	1.6	1.4	-1.5
CC(C)(C)N(Cc1ccccc1)C(=O)CSc1nnc(CNc2ccc(F)cc2)o1	1.1	4.6	11.3	92.2	14.4	0.8	nt	-8.0	-1.5
Cc1cc(C)n(-c2ccc3cccc(NS(C)(=O)=O)c3n2)n1	1.9	1.8	-0.7	122.7	11.2	2.2	6.8	4.5	10.1

SMILES	C1s inh	CatB inh	CatS inh	Her2 expr inh	CatL inh	CatB mixtures	ROCK2 inh	PKA inh	CatG inh
CCS(=O)(=O)N1CCN(Cc2nc3ccccc3c(=O)[nH]2)CC1	1.8	4.0	13.4	nt	7.3	0.6	nt	6.4	11.2
N#Cc1nc(-c2cccs2)oc1NCc1ccco1	-39.0	4.0	10.9	52.8	-65.9	-1.7	1.2	-0.5	-9.9
CCCCn1cc(C(C)(C)C)c(C#N)c1NC(C)=O	-27.2	-2.1	12.8	76.6	13.8	-3.3	-4.2	4.6	-1.0
Cc1c(C(=O)N2CCC(C(N)=O)CC2)sc(N)c1C#N	-10.4	-0.2	9.5	117.4	7.8	9.1	4.0	2.7	0.8
C=C(C)C1CCC(C)=C1CC(C)(C)/C=N\n1cnnc1 (stereo not given)	1.2	1.1	-6.8	nt	-4.0	0.1	-5.7	-12.2	-3.2
CCc1c(C)nc(N)n2c(SCC(=O)N3CCN(c4ccccc4F)CC3)nnc12	-12.9	-4.1	-0.7	86.5	-1.8	-1.4	-2.0	4.1	-9.3
Cc1onc(-c2c(Cl)cccc2Cl)c1C(=O)Nn1cnnc1	-1.5	0.9	0.0	172.3	4.2	2.5	nt	2.7	7.7
COc1ccc(-c2cc(=O)c3ccccc3s2)cc1	-3.0	-3.9	16.8	107.0	-5.1	3.7	-0.9	-0.4	0.6

SMILES	C1s inh	CatB inh	CatS inh	Her2 expr inh	CatL inh	CatB mixtures	ROCK2 inh	PKA inh	CatG inh
COc1ccc(NC2=C(C(C)=O)C(c3ccc4c(c3)OCO4)C(C(C)=O)C(C)(O)C2)cc1 (stereo not given)	0.8	2.1	-3.7	111.7	-4.7	2.4	2.2	8.6	-5.3
O=C(COC(=O)c1ccco1)Nc1ccccc1	-41.8	2.6	2.2	100.8	12.5	-1.8	3.0	-2.2	-6.3
Nc1nnc(SCC(=O)Nc2ccccc2N2CCOCC2)s1	-0.3	1.2	6.0	92.1	6.2	2.6	3.5	8.5	-4.5
O=C(NCc1ccccc1)c1ccc(F)c(S(=O)(=O)N2CCOCC2)c1	17.4	2.7	-3.1	107.1	-7.4	5.2	-5.6	-5.2	8.7
CCSC1=C(C#N)C(c2ccc(C)s2)CC(=O)N1 (stereo not given)	-91.4	0.5	-0.3	118.4	nt	-1.8	4.7	6.8	3.0
Nc1ccc(N2CCCCC2)cc1N1CCCCC1	-165.3	3.5	-21.2	8.7	-2.4	-1.0	-3.8	-1.9	-12.1
O=C(COc1ccc(Br)cc1)N1CCCCCC1	-2.0	-2.1	-0.1	63.4	4.9	7.5	7.0	8.5	2.1
Cc1cc(NCCOCCO)n2ncc(-c3ccc(Cl)cc3)c2n1	2.1	3.9	10.0	65.7	1.4	6.7	4.2	0.6	-11.5

Next part; the last three above are carried over.
SMILES	C1s inh	CatB inh	CatS inh	Her2 expr inh	CatL inh	CatB mixtures	ROCK2 inh	PKA inh	CatG inh
Nc1ccc(N2CCCCC2)cc1N1CCCCC1	-165.3	3.5	-21.2	8.7	-2.4	-1.0	-3.8	-1.9	-12.1
O=C(COc1ccc(Br)cc1)N1CCCCCC1	-2.0	-2.1	-0.1	63.4	4.9	7.5	7.0	8.5	2.1
Cc1cc(NCCOCCO)n2ncc(-c3ccc(Cl)cc3)c2n1	2.1	3.9	10.0	65.7	1.4	6.7	4.2	0.6	-11.5
O=S(=O)(/N=C(/Nc1cc(N2CCOCC2)ncn1)c1ccccc1)c1ccccc1	7.5	6.5	14.8	83.1	1.7	3.1	-1.9	2.0	9.1
O=C(CSc1nccc(=O)[nH]1)Nc1ccc(Br)c(Cl)c1	0.1	-5.8	14.4	89.1	2.4	0.2	7.8	10.9	0.2
CC(=O)Nc1cc(-c2ccccc2)ccc1O	-0.5	2.1	-4.2	152.1	4.7	3.2	-3.0	1.0	-8.2
Cc1ccc(NC(=O)Cc2nn(C)c(=O)c3ccccc23)cc1F	22.9	6.4	13.4	94.6	18.8	5.7	nt	6.1	20.6*
CCOC(=O)c1ccc(NC(=O)Cn2cccc2)cc1	-0.7	4.4	-14.0	100.3	-4.5	2.0	7.9	9.7	9.2
CCOc1ccc(C(=O)Nc2ccc3c(c2)OCO3)cc1OCC	-3.2	2.5	-1.2	75.0	-2.2	2.9	-3.8	3.1	-9.0
CCOc1ccc2[nH]c(=O)c(CN(CC3COCCO3)C(=O)c3ccco3)cc2c1 (stereo not given)	10.0	-1.8	17.2	105.1	-9.8	8.7	0.8	1.2	5.5
COc1ccc(-c2cc(C(F)(F)F)nc(N3CCN(c4ccc(F)cc4)CC3)n2)cc1OC	-24.8	2.9	17.9	152.4	10.1	4.4	nt	10.3	-6.8

SMILES	C1s inh	CatB inh	CatS inh	Her2 expr inh	CatL inh	CatB mixtures	ROCK2 inh	PKA inh	CatG inh
COc1ccc(C(CNC(=O)c2cc(=O)[nH]c3ccccc23)N2CCCC2)cc1 (stereo not given)	-5.2	-2.5	-8.7	129.2	-7.7	1.5	-1.9	9.0	9.2
CC(=O)C(Sc1nn(C)c(=S)s1)C(=O)Nc1ccccc1 (stereo not given)	-48.0	3.4	-10.1	90.1	0.0	-2.2	2.2	4.8	-22.9
COc1ccc(OC)c(C(c2nnnn2C(C)(C)C)N2CCc3ccccc3C2)c1 (stereo not given)	23.5	-0.1	-4.8	87.3	-7.1	0.8	1.1	0.4	-5.8
CSCCC(NC(=O)c1ccco1)C(=O)O (stereo not given)	-53.1	4.9	5.9	90.6	-2.5	-6.6	nt	6.7	-16.7
CCCc1cc(-c2ccc(O)c(OCC)c2)c(C#N)c(N)n1	-0.2	-1.1	-16.5	43.8	-3.2	7.1	4.0	3.9	-0.9
Cn1cccc1Cc1nnc(SCC(=O)NC2CCCC2)n1CCc1ccccc1	2.7	0.8	4.1	88.0	nt	3.8	3.6	6.7	9.5
CCn1nc(C)c(Oc2ccccc2O)c1C	4.5	-1.9	0.5	89.7	3.0	-2.0	-2.1	-6.8	3.7
O=C(NCc1cccnc1)c1ccc(=O)oc1	9.2	-0.3	1.3	149.9	32.9	1.6	-17.0	-1.4	7.3
